# TRHR ag – TRH receptor (human) agonism | TRHR cells, calcium flux fluo-8, FDSS agonist mode | activation, % at 2 µM | 360,000 compounds, 0.18% hits; in the data active means activation above about 30%; further: 0% is about no effect
# Target sequence (P34981 whole entry, looked up): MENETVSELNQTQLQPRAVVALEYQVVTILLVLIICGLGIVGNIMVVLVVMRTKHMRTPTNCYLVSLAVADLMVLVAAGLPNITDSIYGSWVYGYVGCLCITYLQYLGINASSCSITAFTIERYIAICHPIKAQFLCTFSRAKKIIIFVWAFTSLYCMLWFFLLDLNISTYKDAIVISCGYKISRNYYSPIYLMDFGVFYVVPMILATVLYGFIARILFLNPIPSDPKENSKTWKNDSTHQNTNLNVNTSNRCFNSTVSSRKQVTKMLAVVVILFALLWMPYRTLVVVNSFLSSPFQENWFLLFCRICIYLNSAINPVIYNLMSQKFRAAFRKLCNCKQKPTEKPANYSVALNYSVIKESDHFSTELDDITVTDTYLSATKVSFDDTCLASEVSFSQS
#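 Steps: seed TRHR cells overnight; add fluo-8 no-wash Ca dye, RT 30 min–1.5 h; record 10 s baseline; pin-transfer compounds; monitor fluorescence 1 cycle/s for the agonist window. Calcium increases flag candidate agonists.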
# D1 antagonist – human D1 dopamine receptor antagonism | P21728 | HEK293 TREx D1 cells, calcium flux, dopamine EC80; hits give low values | activity change, negative = inhibition, % at 10 µM | 360,000 compounds, 3.2% hits; in the data active means activity change below about -30%; further: on the % scale 0 is the no-effect control and ±100 the full control effect
#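 Tetracycline-induced HEK293 T-REx cells with force-coupled D1 receptor were loaded with a no-wash calcium dye. Compound was added after a 10 s baseline and read kinetically for 180 s; EC80 dopamine was then added and calcium flux followed another 180 s.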
# D1 PAM – potentiators of human D1 dopamine receptor; P21728; HEK293 TREx D1 cells, calcium flux, dopamine EC20 potentiation; potentiation, % at 10 µM; 360,000 compounds, 0.036% hits; in the data active means potentiation above about 30%; further: 0% is about no effect
# RXFP1 ag – agonists of human relaxin receptor RXFP1; HEK293T-RXFP1 cAMP TR-FRET, 30 min; response scale: percent of porcine relaxin response, buffer zero; Potency, µM (titrated, usually from 57.5 µM), without a hit: at the top dose activation, actives largely listed as activators; Q9HBX9; AID 2676; 370,000 compounds, 0.3% hits; further: potency means the concentration at half of the fitted maximal effect; on the % scale 0 is the no-effect control and ±100 the full control effect; nearly all actives have a fitted effect of over 60% in size; many of its hits are not listed in these tables
#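 HEK293T cells stably expressing RXFP1 were pretreated with the PDE4 inhibitor Ro 20174, exposed to compounds for 30 min at 37C, lysed, and cAMP was read by TR-FRET. Data normalized to buffer (basal) and 29 nM porcine relaxin (100%).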
# Anesthetic bind – candidate novel general anesthetic via apoferritin binding; Potency, µM (doses to about 77.5 µM), without a hit: at the highest dose activity change, negative = displacement, actives largely listed as inhibitors; P02791; 350,000 compounds, 0.074% hits; apoferritin/1-aminoanthracene competitive binding, fluorescence; further: potency means the concentration at half of the fitted maximal effect; on the % scale 0 is the no-effect control and ±100 the full control effect; nearly all actives have a fitted effect of over 20% in size
# Target sequence (P02791 2-175 limits assumed): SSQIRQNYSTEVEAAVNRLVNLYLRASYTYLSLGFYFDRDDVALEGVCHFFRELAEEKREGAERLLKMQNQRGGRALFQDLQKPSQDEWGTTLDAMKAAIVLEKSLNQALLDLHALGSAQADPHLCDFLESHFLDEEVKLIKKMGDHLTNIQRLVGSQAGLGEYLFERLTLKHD
#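 Probe: 1-aminoanthracene (50% saturated, PBS). Protein: horse-spleen apoferritin, 10 uM. Incubation: 10 min, room temperature. Detection: 380 nm excitation, 535 nm emission. Analysis: normalized response, four-parameter Hill.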
# D2 potentiator – positive allosteric modulators of human D2 dopamine receptor. AID 485347. 340,000 compounds, 0.34% hits. potentiation, % at 10 µM. HEK293 T-REx D2, calcium flux, EC20 dopamine potentiation. P14416;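 active means potentiation over 3 SD above the plate norm, cut at about 30% in these data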; further: 0% is about no effect
# Target sequence (P14416 whole entry, looked up): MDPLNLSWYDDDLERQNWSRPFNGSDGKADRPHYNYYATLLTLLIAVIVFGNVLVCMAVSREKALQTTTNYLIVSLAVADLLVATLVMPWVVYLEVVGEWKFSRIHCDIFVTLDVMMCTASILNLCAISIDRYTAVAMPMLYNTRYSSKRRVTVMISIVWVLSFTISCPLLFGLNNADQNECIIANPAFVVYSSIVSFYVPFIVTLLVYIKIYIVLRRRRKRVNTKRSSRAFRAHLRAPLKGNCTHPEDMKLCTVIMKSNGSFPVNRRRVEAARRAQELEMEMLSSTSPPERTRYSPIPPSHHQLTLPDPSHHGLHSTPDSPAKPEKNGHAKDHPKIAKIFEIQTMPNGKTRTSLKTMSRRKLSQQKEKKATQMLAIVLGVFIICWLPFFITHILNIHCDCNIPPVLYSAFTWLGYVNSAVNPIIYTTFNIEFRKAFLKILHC
#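 Cells plated with tetracycline inducer and held overnight at 30 C; calcium dye loaded 30–90 min at room temperature; baseline taken, compound added and read 180 s; EC20 dopamine then added and read 180 s.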
# TRHR PAM – allosteric enhancers of human TRH receptor. TRHR cells, fluo-8 calcium fluorescence, EC20 TRH enhancement. enhancement, % at 2 µM. 360,000 compounds, 0.66% hits; in the data active means enhancement above about 30%; further: 0% is about no effect
#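 TRHR-expressing cells loaded with fluo-8 calcium dye were read kinetically (ex 480/em 530) during compound addition, then stimulated with an EC20 of TRH (10 nM final). Enhancement of the Gq-mediated intracellular calcium response was scored.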
# RXFP1 antag – antagonists of human relaxin receptor RXFP1; Q9HBX9; HEK293-RXFP1, relaxin-stimulated cAMP HTRF, 30 min; hits give low values; activity change, negative = inhibition, % at 57.5 µM; 350,000 compounds, 0.59% hits; AID 1259400;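 active means activity change of -60% or lower, but not beyond a set lower limit; inconclusive means change between -60% and -40%, or beyond the set limit; inactive means change above -40%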; further: on the % scale 0 is the no-effect control and ±100 the full control effect
# D1 ag – activates the human D1 dopamine receptor | P21728 | HEK293 T-REx D1 cells, calcium flux, agonist mode | activation, % at 2 µM | 360,000 compounds, 1% hits; in the data active means activation above about 30%; further: 0% is about no effect
#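 Agonism was scored from calcium flux recorded over 180 s (1 read/s) after pintool compound addition, following a 10-cycle baseline. Cells were inducible force-coupled HEK293 TREx D1, plated overnight at 30 C and loaded with no-wash calcium dye.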
# * = called active by the depositor; u = inconclusive; x = not tested or not shown; [ ] = remark or other dose. Unless noted, the call rests on the fitted dose curve; in most records, active means well fitted curve in the direction sought with a large enough effect; inconclusive means small, poorly fitted or top-dose-only effect, or another doubt; inactive means no such curve, though single readings can be large; an effect the other way counts as inactive or inconclusive. This is a subset (hit frequency here may not be typical).
SMILES,TRHR ag,D1 antagonist,D1 PAM,RXFP1 ag,Anesthetic bind,D2 potentiator,TRHR PAM,RXFP1 antag,D1 ag
COc1cc(C(=O)NCC2(c3ccccc3)CCCC2)cc(OC)c1OC,-1.6,7,-2,2.7%,-11%,1,-18,1,0
c1ccc(-c2nc(N3CCCCCC3)nc(-n3ccnc3)n2)cc1,1.0,18,-2,-0.9%,-9%,2,0,3,2
O=C1CCCCC1S(=O)(=O)c1ccccc1 (stereo not given),0.2,-6,-3,4.7%,0%,-3,6,-1,1
COc1cccc(Cn2c(CNC(=O)c3cc([N+](=O)[O-])ccc3Cl)nc3cccnc32)c1,-0.9,-15,6,0.8%,-19%,7,-1,7,0
CC(C)(C)N1CC23CCC(C[C@@H]2C1=O)O3 (stereo not given in full),0.0,-12,-10,0.8%,x,x,-3,x,3
Cc1ccc2c(c1)N(C(=O)CCC(=O)NCCN1CCOCC1)CC(C)O2 (stereo not given),-0.1,-36*,-5,3.6%,-14%,-5,-3,-9,0
CSc1nnc(CCNS(=O)(=O)c2ccccc2Br)n1C,0.7,-16,-4,2.2%,-8%,-3,-9,6,0
COc1ccc([N+](=O)[O-])cc1NC(=O)COC(C)=O,-0.1,7,-3,-0.8%,-13%,-4,-1,-3,2
CCOc1ccc(-n2c(SCC(=O)NC3CCCCC3)nc3c([nH]c4ccccc43)c2=O)cc1,-0.6,-6,4,0.3%,-13%,15,-1,-11,4
COc1ccc(OCC(O)CNC(=O)Nc2cc(F)ccc2C)cc1 (stereo not given),-0.1,-41*,-7,0.9%,-9%,9,3,-8,-1
CCc1ccc(CNC(=O)Cn2nc(C)c3c(C)n(-c4ccc(C)cc4)nc3c2=O)cc1,-1.2,-4,-2,-1.7%,-13%,-5,-15,-7,2
C=CCSc1nc2ccsc2c(=O)n1-c1cccnc1,0.2,3,-4,4.8%,-7%,5,-2,4,2
CCC(CC)c1nnc(NC(=O)c2ccc3ccccc3n2)s1,0.1,0,1,-0.6%,-17%,-6,4,-18,2
CC(NC(=O)c1c(O)nc2ccccn2c1=O)c1ccccc1 (stereo not given),-0.5,18,-2,0.0%,2%,x,-11,x,0
CCN(CC(=O)NCc1ccc(F)cc1)C(=O)/C=C/c1cccs1,-1.1,5,0,0.3%,-3%,20,38*,-4,0
CC(C)COc1ccc(CNC(=S)NCc2ccccc2)cc1,0.0,-15,-3,3.0%,-4%,-3,-5,-17,9
Cc1ccc2c(c1)/C(=C/c1ccc(F)cc1)C(=O)N2,-0.2,-7,-6,-1.5%,-23%,5,0,3,3
COc1cc(OC)c(OC)cc1CN(C)CC1CCCN(CCc2ccccc2F)C1 (stereo not given),-0.4,-22,-4,0.7%,-9%,-10,-2,9,2
C1=C(CCNc2ncnc3nc[nH]c23)CCCC1,0.6,2,-2,2.6%,-10%,-8,-1,x,9
COc1ccc(C)cc1NC(=O)CN1C(=O)COc2ccc(S(=O)(=O)N3CCCCC3)cc21,-1.2,18,-5,-0.4%,-13%,12,-9,11,3
CCOC(=O)c1c(NC(=O)CSc2c[nH]c3ccccc23)sc2c1CCCC2,-1.5,-1,0,-1.2%,-2%,12,-2,-3,2
O=C1N(CCCl)c2ccc(Br)cc2C12OCCO2,-0.3,-4,4,-0.2%,3%,2,1,-18,2
COc1cc(CN2CCC(n3nccc3NC(=O)C3CC3)CC2)cc(OC)c1,-0.5,-28,-4,-0.3%,-6%,8,-7,-4,0
COC(=O)c1cc(NC(=O)CC2CCCC2)cc(C(=O)OC)c1,0.0,-4,-1,4.7%,-3%,-2,4,-2,-3
Oc1ccccc1-c1cc(-c2ccccc2)no1,1.4,-14,-1,-0.9%,-1%,-3,4,-9,7

# Random excerpt: 6 entries already listed.
SMILES,TRHR ag,D1 antagonist,D1 PAM,RXFP1 ag,Anesthetic bind,D2 potentiator,TRHR PAM,RXFP1 antag,D1 ag
CCN(CC(=O)NCc1ccc(F)cc1)C(=O)/C=C/c1cccs1,-1.1,5,0,0.3%,-3%,20,38*,-4,0
COc1cc(C(=O)NCC2(c3ccccc3)CCCC2)cc(OC)c1OC,-1.6,7,-2,2.7%,-11%,1,-18,1,0
Oc1ccccc1-c1cc(-c2ccccc2)no1,1.4,-14,-1,-0.9%,-1%,-3,4,-9,7
C=CCSc1nc2ccsc2c(=O)n1-c1cccnc1,0.2,3,-4,4.8%,-7%,5,-2,4,2
COc1ccc(C)cc1NC(=O)CN1C(=O)COc2ccc(S(=O)(=O)N3CCCCC3)cc21,-1.2,18,-5,-0.4%,-13%,12,-9,11,3
COc1cc(OC)c(OC)cc1CN(C)CC1CCCN(CCc2ccccc2F)C1 (stereo not given),-0.4,-22,-4,0.7%,-9%,-10,-2,9,2

# (next part)
SMILES,TRHR ag,D1 antagonist,D1 PAM,RXFP1 ag,Anesthetic bind,D2 potentiator,TRHR PAM,RXFP1 antag,D1 ag
Cc1c(NC(=O)c2ccc(OC(C)C)cc2)cccc1-c1nc2ncccc2o1,0.2,-23,-2,0.7%,u,-6,2,-16,3
CN(C)CCCN1C(=O)C(=O)/C(=C(/O)c2ccncc2)C1c1cccc(Br)c1 (stereo not given),1.0,12,3,-0.8%,6%,x,0,-22,3
COc1ccc(OCCn2cnc3ccccc32)cc1,0.4,-18,-6,-2.1%,-6%,4,-4,5,5
CC1CCN(C(=O)NC(=O)c2ccccc2)CC1,0.1,9,-2,0.5%,-5%,8,12,-2,2
O=C(COC(=O)[C@@H]1CCCN1S(=O)(=O)c1ccc(Cl)cc1)NC12CC3CC(CC(C3)C1)C2,0.6,0,5,0.9%,u,8,7,-12,2
CCOc1c(Br)cc(CNc2ccc3c(c2)OCCO3)cc1OC,0.1,4,-4,0.0%,53%[activator],0,-2,8,4
COCCNC(=O)C(=O)NCC(c1ccc2c(c1)OCO2)N1CCN(c2ccc(F)cc2)CC1 (stereo not given),-0.5,5,1,-1.3%,25%,-1,11,1,5
COc1cnc(-c2ccccc2)[nH]c1=O,1.0,24,-4,0.1%,-3%,2,1,-4,3
Cc1cc(=O)n(CC(=O)Nc2ccc([N+](=O)[O-])cc2)c(-n2nc(C)cc2C)n1,-0.1,x,-2,1.6%,-4%,15,-7,8,-3
CC(=O)Nc1ccc(N2C(=O)CC(Sc3nccc(C)n3)C2=O)cc1 (stereo not given),0.1,17,-1,7.5%,3%,-6,1,12,3
CN1CCN(C(=O)c2cnn(-c3cccc(F)c3)c2C2CCN(C(=O)OC(C)(C)C)CC2)CC1,1.6,-9,-1,-1.0%,-6%,4,-14,-1,4
COc1cccc(OCC(Cn2c(C)nc3ccccc32)OC(C)=O)c1 (stereo not given),-0.2,5,-3,0.2%,-4%,-1,-3,-6,9
Cc1ccccc1Cn1nc(C)c(NC(=O)c2cc3nc(-c4ccco4)cc(C(F)(F)F)n3n2)c1C,-0.2,4,0,4.3%,-2%,7,1,-3,1
CN(C(=O)COC(=O)CCc1c[nH]c2ccccc12)c1ccccc1,-0.4,-16,-9,-1.0%,x,2,-1,-12,11
CCOC(=O)c1c(N)sc(C(=O)N(C)C)c1CN1CCOCC1,0.3,24,-4,0.2%,-13%,1,-5,-1,4
COc1ccc(C2CC(C(F)(F)F)n3nc(C(N)=O)c(Cl)c3N2)cc1OC (stereo not given),1.2,7,-5,1.3%,-9%,-11,-4,-6,0
COc1ccc(-c2c(C#Cc3ccsc3)c3cc(Br)ccc3n2C)cc1,-0.3,-8,-5,1.1%,x,-5,1,x,0
CCOC(=O)c1ccc(N2CN(C3CCCCC3)CNC2=S)cc1,-0.1,-5,-3,0.3%,-4%,-5,-5,6,2
COc1ccc(N2CCN(CCCNC(=O)C3CCCN(S(=O)(=O)c4cnc[nH]4)C3)CC2)cc1 (stereo not given),-1.9,-13,6,-1.6%,5%,34*,16,x,1
CC1CCCCC1NC(=O)CCNS(=O)(=O)c1cc(Br)cnc1N (stereo not given),-0.7,13,0,-0.2%,3%,3,-5,4,6
COc1cc(NC(=O)c2cc3c(=O)n(Cc4cccs4)ccc3nc2C)cc(OC)c1OC,0.0,0,-4,-1.0%,u,-2,14,-24,0
CCCCCCN=C(C)C1=C(O)C(C(=O)OC)C(C)(C)CC1=O (stereo not given),-1.1,-6,-7,-0.6%,1%,0,5,-2,2
O=C1C(=O)N(C2CCN(S(=O)(=O)c3ccccc3)CC2)CCN1Cc1ccccc1,0.1,-4,-3,0.6%,-3%,3,-2,-8,3
S=C(Nc1ccc2snnc2c1)N1CCN(c2ccccn2)CC1,-0.9,2,-4,1.4%,-7%,-7,0,0,0
CC(C(=O)Nc1ccc2[nH]c(=O)[nH]c2c1)N1CCN(Cc2ccc3c(c2)OCO3)CC1 (stereo not given),0.4,-4,-10,0.2%,x,-13,3,3,0

# Additional structures follow.
SMILES,TRHR ag,D1 antagonist,D1 PAM,RXFP1 ag,Anesthetic bind,D2 potentiator,TRHR PAM,RXFP1 antag,D1 ag
C=COCCn1c(=N)n(CCC)c2ccccc21,0.4,-16,2,1.0%,-6%,-6,-1,-1,6
COc1cc(OC)c(NC(=S)Nc2cc(Cl)cc(Cl)c2)cc1Cl,-0.1,2,0,2.8%,-3%,1,0,-4,5
O=C(Cn1ncc2c([nH]c3ccccc32)c1=O)N1CCN(c2ccccc2F)CC1,0.4,7,-6,9.0%,-5%,x,-8,13,1
Cc1ccccc1Cn1cc(CCC(=O)NC(C)c2ccccc2)c2ccccc21 (stereo not given),0.3,-7,-5,2.8%,62%[activator],1,-3,-2,1
CCCc1[nH]n(-c2ccc(F)cc2)c(=O)c1C=NCC1CCCO1 (stereo not given),0.5,7,-4,-0.5%,-3%,5,-2,x,0
CCC(=O)N1CCc2cc(S(=O)(=O)CCC(=O)NCCc3ccccc3)ccc21,-1.9,2,9,0.2%,-1%,5,6,2,2
COC(=O)c1ccc(C(c2c(N)n(Cc3ccccc3)c(=O)n(C)c2=O)N2CCOCC2)cc1 (stereo not given),-0.2,13,0,0.8%,-6%,-13,-5,3,2
CCn1nc(C)c(Br)c1-c1nc(CS(=O)(=O)c2ccsc2)no1,0.3,-2,4,-0.8%,-14%,8,37*,3,0
c1ccc(-c2ccc(C3CCCN3)cc2)cc1 (stereo not given),1.4,9,1,-3.7%,-11%,x,16,-4,3
CC(c1ccco1)N(C(=O)c1cc(Cl)cc(Cl)c1)c1ccccn1 (stereo not given),-1.1,3,x,3.8%,-6%,11,10,4,9

# High-throughput results as filed in PubChem BioAssay.
